Assay outcomes from PubChem BioAssay.
inhibitors of VEEV: inhibitors of VEEV TC-83 cytopathic effect, confirmation, Vero cells (AID 588727); inhibition, % at 20 µM, or IC50 in µM where a hit was titrated; Vero cells, VEEV TC-83 cytopathic effect inhibition; higher % means a stronger effect; hit rate 0.13% among 350,000; in the data active means a potency from the dose series; inconclusive means inhibition mostly from about 14% at the one dose, without a potency; inactive means the rest, 99 in 100 with inhibition below about 12%; further: strong numbers were not always called active
H1N1 NS1A inhibition: H1N1 influenza NS1A inhibitors, functional cell based assay (AID 504329); NS1A functional cell-based assay, percent inhibition; higher % means a stronger effect; inhibition, % at 12.5 µM, or IC50 in µM where a hit was titrated; hit rate 0.3% among 340,000; in the data active means a potency from the dose series; inconclusive means inhibition above about 27% without an active follow-up result; further: strong numbers were not always called active
M. tuberculosis HTS: M. tuberculosis growth inhibition, HTS (AID 449762) | inhibition, % at 25 µM, or IC50 in µM where a hit was titrated | M. tuberculosis H37Rv growth inhibition, 7H9 media; higher % means a stronger effect | hit rate 0.59% among 330,000; in the data active means a potency from the dose series; inconclusive means inhibition above about 70% without an active follow-up result;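 further: bacterial growth assessed after seven days of incubation; strong numbers were not always called active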
tuberculosis growth: growth inhibition of non-replicating M. tuberculosis (AID 488890); Mycobacterium tuberculosis non-replicating, growth inhibition; higher % means a stronger effect; inhibition, % at 25 µM, or IC50 in µM where a hit was titrated; hit rate 0.39% among 320,000; in the data active means a potency from the dose series; inconclusive means inhibition mostly from about 82% at the one dose, without a potency; inactive means the rest, 99 in 100 with inhibition below about 76%;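 further: plate controls were DMSO cells for no effect and high antibiotic wells for full effect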
PhoP GFP inhibition: Inhibition of PhoP regulon, Salmonella typhi GFP reporter cells, confirmation, 4 h (AID 1850); Salmonella Typhi PhoP-promoter GFP reporter, fluorescence, 4 h; higher % means a stronger effect; inhibition, % at 50 µM; hits with a dose series show IC50 in µM; hit rate 0.33% among 310,000; in the data active means a potency from the dose series; inconclusive means inhibition mostly from about 25% at the one dose, without a potency; inactive means the rest, 99 in 100 with inhibition below about 19%;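 further: 0% = induced wells with vehicle and 100% = uninduced wells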
inhibitors of VEEV 10K pilot screen: also measured in inhibitors of VEEV; calls as there; inhibition, %; measured here: 10K pilot screen inhibition
The depositor's hits bear a star; i = inactive; ? = inconclusive; nt = not tested or not shown.

SMILES	inhibitors of VEEV	H1N1 NS1A inhibition	M. tuberculosis HTS	tuberculosis growth	PhoP GFP inhibition	others
Cc1ccc(NCN2C(=O)C3CC=C(Cl)CC3C2=O)cc1 (stereo not drawn)	1.3%	-6%	1%	2%	4%
COc1cc(OC)c(C=CC(=O)c2ccccc2O)c(OC)c1	2.6%	10%	nt	nt	nt
CN(C)C(=O)c1cc(C(=O)c2ccc(F)cc2Cl)c[nH]1	i	3%	0%	-7%	-1%
O=C(Nc1ccc(-c2cc3ccccc3oc2=O)c(Cl)c1)c1cccnc1	1.4%	2%	-5%	7%	11%
CCc1ccc(N2CSC3=C(C#N)C(c4cccs4)CC(=O)N3C2)cc1 (stereo not drawn)	2.6%	4%	?	?	6%
O=C(COC(=O)c1cc(Cl)nc(Cl)c1)NCc1ccc2c(c1)OCO2	0.6%	-3%	5%	32%	nt
COc1ccc(CCNC(=O)c2ccc3c(c2)NC(=O)C(C(C)C)N3)cc1OC (stereo not drawn)	0.8%	-2%	0%	23%	-10%
N/N=C/C(=N\Nc1ccc(Cl)cc1)C(=O)c1ccncc1	5.8%	7%	6%	24%	10%
COc1ccccc1CNC(=O)CN1CCN(Cc2ccc(Cl)cc2)C1=O	0.0%	23%	-2%	nt	nt
COc1cc(C2C(C#N)=C(N)Oc3n[nH]c(-c4cccnc4)c32)cc(Br)c1O (stereo not drawn)	i	7%	9%	7%	6%	inhibitors of VEEV 10K pilot screen=0.2
Clc1ccc(-c2nnc3n2CCCCS3)cc1	0.5%	-3%	-6%	21%	-3%
CS(=O)(=O)N1CCN(C(=O)c2ccccc2F)CC1	i	-2%	-13%	nt	0%
COc1cccc(Nc2c([N+](=O)[O-])cncc2[N+](=O)[O-])c1	0.1%	3%	65%	?	-2%
Cc1ccc(OC(=O)c2cccc(S(=O)(=O)N3CCCC3)c2)c(-n2nc3ccccc3n2)c1	4.7%	-3%	-3%	71%	-7%
O=C(COc1ccccc1F)OCC(=O)N1CCc2ccccc21	0.4%	-4%	nt	nt	nt

Structural class, the entries above with an NH in an aromatic ring
SMILES	inhibitors of VEEV	H1N1 NS1A inhibition	M. tuberculosis HTS	tuberculosis growth	PhoP GFP inhibition	others
CN(C)C(=O)c1cc(C(=O)c2ccc(F)cc2Cl)c[nH]1	i	3%	0%	-7%	-1%
COc1cc(C2C(C#N)=C(N)Oc3n[nH]c(-c4cccnc4)c32)cc(Br)c1O (stereo not drawn)	i	7%	9%	7%	6%	inhibitors of VEEV 10K pilot screen=0.2

Other structures follow:
SMILES	inhibitors of VEEV	H1N1 NS1A inhibition	M. tuberculosis HTS	tuberculosis growth	PhoP GFP inhibition	others
CN(C)CCOc1ccc(Cl)cc1C(C)(C)C	2.8%	-1%	7%	-1%	-9%
CCCCC(=O)Nc1nc(C)c(-c2csc(Nc3cc(OC)ccc3OC)n2)s1	9.4%	0%	-9%	-7%	-16%
CCOC(=O)c1sc(NC(=O)C2CC(=O)N(c3ccc(OC)cc3)C2)nc1C (stereo not drawn)	1.1%	-7%	?	16%	10%
C=Cc1ccc(COC(=O)c2cn(CC)c3nc(C)ccc3c2=O)cc1	0.1%	1%	8%	33%	2%
C#CCOCCOCCOCCNc1nc(N2CCN(C(=O)Cn3cc(CC(C)O)nn3)CC2)nc(N2CCN(C(=O)[C@H](CCCCN)n3cc(CC(C)O)nn3)CC2)n1 (stereo partly drawn)	0.1%	-9%	nt	nt	nt
Cc1c2cnn(CC(=O)NCc3ccccn3)c(=O)c2c(C)n1Cc1ccc(Cl)cc1	2.0%	-4%	3%	23%	6%
COc1ccccc1OP(=O)(Nc1ccc(Br)cc1)Oc1ccccc1OC	6.6%	8%	2%	6%	-1%
COc1ccc(NC(=O)C(c2ccccn2)N(C(C)=O)c2ccc(C)cc2)cc1 (stereo not drawn)	0.7%	0%	1%	-14%	-4%
COc1cc(CNCCN2CCOCC2)ccc1OCc1ccc(Cl)cc1Cl	12%	-20%	59%	?	8%
COC(=O)/C=c1/s/c(=C(\C#N)C(=O)NCc2ccco2)n(-c2ccc(C)cc2)c1=O	i	4%	-2%	-9%	-10%
O=C(NCC1CCCO1)c1cc(-c2ccccc2F)no1 (stereo not drawn)	3.6%	-2%	4%	37%	6%
O=C(CSc1nc2ccccc2[nH]1)Nc1ccc2c(c1)OCCO2	8.4%	-2%	-4%	22%	-5%
Cc1ccc(S(=O)(=O)CCc2nc3ccccc3[nH]2)cc1C	i	-17%	-1%	22%	3%
C[C@]12CCC3c4ccc(O)cc4CCC3C1CC/C2=N\N (stereo partly drawn)	0.9%	15%	7%	15%	-3%
CN1OC[C@@H]2COc3ccc4ccccc4c3[C@@H]21	i	-17%	6%	-2%	-12%
Cc1ccc(S(=O)(=O)NCC(c2ccco2)N2CCOCC2)cc1 (stereo not drawn)	i	4%	-4%	-13%	-4%
Cc1ccc(CCNC(=O)c2cc(-c3ccncc3)nc3ccc(S(=O)(=O)N4CCOCC4)cc23)cc1	1.4%	10%	-4%	7%	-5%
CCN(Cc1ccccc1)C(=O)COC(=O)Cn1cnc2ccccc21	0.2%	7%	-3%	-5%	3%
O=C(NC(C(Cl)Cl)N1CCOCC1)c1ccccc1 (stereo not drawn)	i	4%	5%	-1%	-6%
O=C(CCS(=O)(=O)c1ccccc1)NNC(=O)COc1ccc(F)cc1	0.6%	-18%	-6%	1%	nt
COc1ccccc1NC(=O)/C(N=Nc1ccc(C)c(S(=O)(=O)Nc2ccccc2Cl)c1)=C(\C)O	2.1%	-22%	-9%	-7%	nt
COC(=O)C1=C(C)N(Cc2ccccc2)C(=O)N[C@H]1c1ccccc1	0.6%	-9%	-7%	15%	14%
O=C(NCc1ccc(Cl)cc1)c1n[nH]c([N+](=O)[O-])c1Cl	0.1%	-4%	4%	i	-5%
COc1ccc(CC(=O)OCc2cc(=O)n3cc(Br)ccc3n2)cc1OC	i	4%	-4%	nt	5%
CCn1c(CSc2nc3ccccc3s2)nnc1SCC(=O)c1ccc(O)cc1O	i	3%	-6%	-11%	-5%
Cn1nnnc1SCC(=O)c1ccc(Br)s1	0.6%	-3%	-6%	40%	-17%
COC(=O)c1ccc([C@@H]2C[C@H]3CN(Cc4cccnc4)C(=O)[C@]34CCCN24)cc1	0.8%	2%	-8%	0%	4%
CCc1nnc(NC(=O)CSc2nc3cccnc3n2C2CCCCC2)s1	?	-1%	?	35%	-11%
CCc1ccc(/C=C(\Cl)c2nc3cc(Cl)ccc3c(=O)[nH]2)cc1	1.9%	-4%	-3%	36%	0%
CNc1ccc(/C=C(\C#N)c2ccccn2)cc1[N+](=O)[O-]	0.1%	8%	17%	-1%	-16%
C=CCOc1ccccc1C1C2=C(CC(C)(C)CC2=O)Nc2c1c(=O)n(C)c(=O)n2C (stereo not drawn)	0.1%	-5%	-3%	15%	7%
CCC(CO)NCc1ccc2c(c1)n(C)c(=O)n2C (stereo not drawn)	1.9%	-4%	-7%	33%	-13%
CC1CCN(S(=O)(=O)N2CCC(C(=O)NCc3cccs3)CC2)CC1	i	-6%	-5%	4%	-5%
COc1ccc(-c2cc(C(F)(F)F)n3nc(C(=O)N4CCOCC4)nc3n2)cc1	0.5%	2%	nt	nt	nt
Cn1c(=O)c2c(nc(SCCN3CCCCC3)n2C)n(C)c1=O	1.3%	6%	1%	-7%	12%
CCS(=O)(=O)c1nc(S(=O)(=O)c2ccc(C)cc2)c(N2CCN(CCO)CC2)s1	0.7%	2%	-2%	-11%	6%
COc1c(C)cc(C(=O)C2CCCN(C(=O)C3=C(C)OCCO3)C2)cc1C (stereo not drawn)	i	0%	2%	7%	6%
Cc1cccc(N=Cc2c(O)n(-c3ccccc3C)c(=O)[nH]c2=O)c1	1.0%	-22%	-2%	-6%	0%
Cc1ccc2c(CC(=O)NCC(=O)Nc3c(C)cccc3C)coc2c1	3.4%	-5%	-8%	-22%	1%
CCCc1nc2sc3c(=O)[nH]cnc3c2c2c1CCCC2	nt	nt	-1%	5%	-3%
CCOC(=O)C1=C(C)Nc2ccccc2N=C1NC(=O)C1CCN(C(=O)c2ccccc2C)CC1	1.0%	-6%	3%	6%	nt
O=C(O)C(=O)Nc1nc(-c2ccc3c(c2)OCCO3)cs1	0.9%	5%	-2%	12%	14%
Cc1cccc(NCCC#N)c1	0.8%	-10%	-19%	-6%	2%
N#CCC(CNc1ncc(C(F)(F)F)cc1Cl)OC(=O)c1cccc([N+](=O)[O-])c1 (stereo not drawn)	i	-6%	4%	4%	0%
O=C1CSC(c2cn(-c3ccccc3)nc2-c2cccs2)N1Cc1ccccc1 (stereo not drawn)	nt	nt	5%	-2%	-10%

The list goes on; it opens with the three that closed the last part.
SMILES	inhibitors of VEEV	H1N1 NS1A inhibition	M. tuberculosis HTS	tuberculosis growth	PhoP GFP inhibition	others
Cc1cccc(NCCC#N)c1	0.8%	-10%	-19%	-6%	2%
N#CCC(CNc1ncc(C(F)(F)F)cc1Cl)OC(=O)c1cccc([N+](=O)[O-])c1 (stereo not drawn)	i	-6%	4%	4%	0%
O=C1CSC(c2cn(-c3ccccc3)nc2-c2cccs2)N1Cc1ccccc1 (stereo not drawn)	nt	nt	5%	-2%	-10%
CCOc1ccc(S(=O)(=O)N2CCOCC2)cc1NC(=O)CSCC(=O)Nc1ccc(C)cc1	3.2%	-5%	-8%	0%	-7%
C#Cc1ccc(C(=O)Nc2ccc(N3CCC(C)CC3)c(C(N)=O)c2)cc1	0.9%	-1%	6%	-9%	15%
O=C(Nc1cccc2ccccc12)c1cccc([N+](=O)[O-])c1	0.9%	-9%	-8%	1%	-4%
CCn1c(SCC(=O)Nc2cc3oc4ccccc4c3cc2OC)nnc1-c1cccs1	3.7%	1%	?	68%	-8%
C/C(=N\NS(=O)(=O)c1ccc(C)c([N+](=O)[O-])c1)c1cc2ccccc2o1	1.8%	-22%	-11%	0%	3%
COc1ccc(Cc2nc3ccc(C(=O)N(C)CCn4ccnc4)cc3o2)cc1OC	5.1%	13%	-5%	-10%	-5%
O=C(Cc1ccc(Cl)c(Cl)c1)Nc1ccc(SC(F)F)cc1	0.5%	-5%	15%	62%	-7%
O=S(=O)(Nc1ccccc1O)c1ccc(-c2ccccc2)cc1	3.6%	-7%	1%	10%	11%
CC1(C)C(=O)Nc2ccccc2N1C(=O)COC(=O)CSc1ccc(Cl)cc1	2.2%	-18%	7%	17%	nt
O=C(Nc1nncs1)C1CC(=O)N(CCc2ccc(F)cc2)C1 (stereo not drawn)	0.1%	-5%	-5%	-4%	-8%
CC1CCCC(NC(=O)C2c3ccccc3C(=O)N2Cc2cccs2)C1C (stereo not drawn)	i	8%	-1%	27%	8%	inhibitors of VEEV 10K pilot screen=0.0
CCC1(c2ccc(F)cc2)NC(=O)N(CC(=O)Nc2ccccc2C)C1=O (stereo not drawn)	2.0%	8%	5%	2%	1%
Clc1ccc2c(c1)nc1n2CCCC1	0.7%	-6%	-1%	-4%	-12%
CCCNC(=O)CCn1cc(-c2ccc(OC)cc2)nc1-c1ccncc1	0.5%	7%	0%	-6%	-14%
CCN(CC(=O)Nc1ccc(OC)cc1)C(=O)Cc1ccsc1	i	7%	6%	10%	nt
O=C(NNC(=O)C12CC3CC(CC(C3)C1)C2)c1csc(N2CCOCC2)n1	1.7%	-14%	-10%	11%	-5%
COc1cc(Cl)ccc1OCc1cc(C(=O)N(C)CCc2cnn(C)c2)no1	4.4%	-8%	-2%	29%	-9%
O=C(O)CSCC(=O)N1CCc2c([nH]c3ccccc23)C1C(F)(F)F (stereo not drawn)	0.9%	-14%	4%	0%	9%
O=S(=O)(c1ccc(F)cc1)N1CCN(S(=O)(=O)c2cccs2)CC1	3.6%	0%	-5%	-5%	-4%
CCN(C(=O)COC(=O)c1cc(C)n(-c2ccc(F)cc2)c1C)C1CCS(=O)(=O)C1 (stereo not drawn)	3.3%	0%	nt	nt	nt
COc1ccc(-n2c(CN3CCN(Cc4ccccc4)CC3)nc3ccc([N+](=O)[O-])cc3c2=O)c(OC)c1	3.2%	15%	-7%	14%	-6%
Cc1ccc(S(=O)(=O)N2[C@@H](c3ccc(Br)cc3)C(C(=O)O)=CC[C@H]2c2ccc(Cl)cc2)cc1	0.0%	-10%	10%	34%	nt
O=C1OCCC1Sc1nc(-c2ccccc2)cs1 (stereo not drawn)	0.7%	0%	-6%	2%	0%
O=S(=O)(c1ccc(OCC(O)CN2CCCCC2)cc1)N1CCOCC1 (stereo not drawn)	i	5%	2%	-15%	4%
COc1ccc(N2CCN(S(=O)(=O)CCNC(=O)/C=C/c3ccccc3)CC2)cc1	1.5%	-3%	8%	8%	2%
C=C(C)[C@H]1CC=C(C)/C(=N/NC(=O)CNc2ccccc2OC)C1	3.4%	18%	2%	2%	3%	inhibitors of VEEV 10K pilot screen=2.5
